Screening results (PubChem BioAssay)
Casp1 inh: blocks human caspase-1 allosterically or competitively. P29466. Caspase-1 enzyme, Ac-WEHD-AFC fluorogenic rate. Potency, µM (highest dose often 57.5 µM), for inactives: top-dose activity change, negative = inhibition, actives largely listed as inhibitors. hit rate 0.03% among 75,000. AID 900;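 also: potency is read from the fitted curve at half-maximal effect; plate controls were vehicle for no effect and no substrate for full effect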
BRCT inh green: blocks human BRCA1 BRCT binding to phosphopeptide, green readout; hit rate 0.05% among 75,000; AID 875; BRCA1 BRCT-phosphopeptide binding, green fluorescence polarization; Potency, µM (top dose mostly 76.9 µM), inactives show at the highest dose activity change, negative = inhibition, hits mostly inhibitors;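 also: potency is read from the fitted curve at half-maximal effect; plate controls were peptide without protein for full effect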
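Compounds were incubated for 12 min at room temperature with a complex of 100 nM fluorescein-tagged pBACH1 decapeptide and 250 nM His-tagged BRCT protein. Buffer was phosphate pH 7.3 with EDTA, DTT and Tween 20. Disruption of binding lowers the polarization signal.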
BRCT inh red: BRCT-phosphoprotein interaction inhibition (red fluorophore); Potency, µM (titrated, usually from 76.9 µM), inactives show top-dose activity change, negative = inhibition, usual class: inhibitors; P38398; BRCT-phosphopeptide binding, red fluorescence polarization; hit rate 0.03% among 75,000; AID 892; also: % is scaled to controls: 0 for no effect and ±100 for the full control effect
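Rhodamine-labelled pBACH1 10-mer (100 nM) bound to BRCT domain (100 nM) at pH 7.3; compounds incubated 12 min room temperature, polarization read. Free peptide defines full inhibition; unlabelled decapeptide titrated as control.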
USP2a inh: USP2a (human) protease inhibition | O75604 | USP2a enzymatic assay, qHTS inhibition | Potency, µM (doses to about 38.3 µM), for inactives: at the top dose activity change, negative = inhibition, most hits filed as inhibitors | hit rate 0.1% among 60,000;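 also: potency is read from the fitted curve at half-maximal effect; nearly all actives have a fitted effect of over 60% in size; plate controls were DMSO for no effect and NEM full inhibition control for full effect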
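Coupled readout: USP2-cleaved Ub-PLA2 (20nM final) turns over NBD C6-HPC (20uM final), Ex 460nm/Em 535nm after 2.5 h, time-zero read flagging artifacts. Enzyme (20nM final, pH 8.0 Tris) given 30 min RT with compound first; NEM defines full inhibition.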
HEK293 cAMP cs: raises cAMP in parental HEK293 cells, TSHR agonist counter-screen | parental HEK293 CNG cAMP sensor, membrane potential fluorescence | Potency, µM (titrated, usually from 57.1 µM), for inactives: at the highest dose activation, usual class: activators | hit rate 2.5% among 73,000; also: potency is read from the fitted curve at half-maximal effect; % of control where 0% means no effect; nearly all actives have a fitted effect of over 55% in size
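Parental HEK 293 cells stably expressing a modified CNG channel (no TSHR) report cAMP rise as membrane depolarization. Membrane potential dye with 100 uM RO 20-1724 was loaded for 60 min at room temperature, then compound added for 30 min; fluorescence read at 590 nm.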
A350 autofl: compounds fluorescent in Alexa 350 spectral region; max dye-equivalent concentration, M; Compound autofluorescence, 340/450 nm, Alexa 350 dye-equivalents; stronger effect = higher value; AID 590; hit rate 11% among 59,000; in the data active = max dye-equivalent concentration above about 10 nM; inconclusive = mostly about 1.1 nM to 9.6 nM
Rhodamine autofl: compound fluoresces in the rhodamine spectral region; Rhodamine-region fluorescence, 547/598 nm, Tris buffer; stronger effect = higher value; max dye-equivalent concentration, M; hit rate 0.05% among 59,000; AID 594; in the data active = max dye-equivalent concentration above about 11 nM; inconclusive = between about 1.1 nM and that limit
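Steps: pin-transfer compounds into pH 8.0 Tris (100 mM), hold 15 min at room temperature, image with a 547/598 nm filter pair, and convert intensities to rhodamine-equivalent concentration using a six-point on-plate rhodamine series.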
Fluorescein fluor: compound fluoresces in the fluorescein spectral region; Compound autofluorescence, 480/540 nm, fluorescein-equivalent; stronger effect = higher value; max fluorescein-equivalent concentration, M; hit rate 0.91% among 59,000; in the data active = max fluorescein-equivalent concentration above about 10 nM; inconclusive = between about 1.1 nM and that limit
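Spectral profiling of library compounds in the fluorescein window (480 nm excitation, 540 nm emission) after 15 min at room temperature in pH 8.0 Tris (100 mM). Values are dye-equivalent concentrations.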
4MU fluor: compound fluoresces in the 4-MU spectral region. compound autofluorescence, 340/450 nm, 4-MU equivalents; stronger effect = higher value. max dye-equivalent concentration, M. hit rate 11% among 59,000. AID 589; in the data active = max dye-equivalent concentration above about 10 nM; inconclusive = mostly about 1.1 nM to 9.6 nM
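Intrinsic fluorescence at 340/450 nm (ex/em) was read after 15 min at room temperature in pH 8.0, 100 mM Tris. Each compound concentration expressed as 4-MU-equivalent concentration from a six-point 4-MU standard series on each plate.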
Texas Red fluor: compound fluoresces in the Texas Red spectral region; max dye-equivalent concentration, M; hit rate 0.06% among 59,000; AID 587; Compound fluorescence, Texas Red channel, 547/618 nm; stronger effect = higher value; in the data active = max dye-equivalent concentration above about 10 nM; inconclusive = between about 1.1 nM and that limit
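qHTS profiling of intrinsic compound fluorescence; 100 mM Tris pH 8.0; 15 min RT; ex 547 / em 618 nm; response expressed as Texas Red dye-equivalent concentration from six-point plate standard.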
Casp7 inh: caspase-7 (human) inhibition, allosteric or competitive; recombinant caspase-7, Ac-DEVD-AFC fluorescence rate; Potency, µM (doses to about 57.5 µM), for the others: at the highest dose activity change, negative = inhibition, hits mostly inhibitors; hit rate 0.02% among 75,000; AID 889; active = well fitted inhibition curve with a large enough effect in the main read-out, with a control signal flat, not every such curve was filed as active; inconclusive = small, poorly fitted or top-dose-only effect, or a change in a side signal; also: potency is read from the fitted curve at half-maximal effect; % of control where 0% means no effect
Numbers without * were called inactive; i = inactive; ? = inconclusive; nt = no result given; & = joins results of further samples; [ ] = dose if it differs, or a comment. Unless noted, calls follow the shape of the dose curve; as a rule, active = well fitted curve in the direction sought with a large enough effect; inconclusive = small, poorly fitted or top-dose-only effect, or another doubt; inactive = no such curve, though single readings can be large; an effect the other way counts as inactive or inconclusive. Not all compounds are listed, so the mix of outcomes need not match the whole.

| mol | Casp1 inh | BRCT inh green | BRCT inh red | USP2a inh | HEK293 cAMP cs | A350 autofl | Rhodamine autofl | Fluorescein fluor | 4MU fluor | Texas Red fluor | Casp7 inh |
| --- | --- | --- | --- | --- | --- | --- | --- | --- | --- | --- | --- |
| O=C(Oc1ccc2c(=O)c(Cl)coc2c1)c1ccncc1 | -10% | 0.4% | -1.3% | -1% | 13% | 4.5e-08M* | i | i | 4e-08M* | i | -9% |
| Cc1cc(NC(=O)CSc2ccccc2)no1 | 0% | -0.6% | 2.7% | 3% | -2% | i | i | i | i | i | 0% |
| Cc1ccccc1-c1cncnc1N1CCN(C)CC1 | -1% | -2.1% | 2.0% | 4% | -9% | i | i | ? | i | i | -3% |
| CCOC(=O)c1c(C)c(C(=O)Nc2ccc(N(C)C)cc2)c(C)n1CC | 0% | -0.2% | -0.7% | 8% | 20% | i | i | i | i | i | -2% |
| CCC1CCCCN1C(=O)CSc1nnc(-c2ccc(Cl)s2)o1 (stereo unspecified) | -2% | -3.1% | -1.3% | ? | ? | i | i | ? | i | i | 2% |
| CCOc1ccc(Oc2nc(NCC(C)C)nc(N(C)C)n2)nn1 | 1% | -0.5% | -1.1% | 8% | 6% | i | i | i | i | i | 0% |
| Cc1ccc(-n2sc3ccccc3c2=O)cc1S(=O)(=O)N1CCCCC1 | -1% | 2.9% | -0.4% | 26% | 4% | i | i | ? | i | i | -14% |
| CCOc1ccc(NC(C)=O)cc1 | -8% | -2.3%[3.08 µM] | 1.3% | -3% | 24% | i | i | ? | i | i | 3% |
| O=C(CN1C(=O)c2ccccc2C1=O)Nc1cccnc1 | 0% | -4.7% | -1.2% | -11% | 9% | i | i | ? | i | i | -1% |
| CCOC(=O)c1c(-c2ccc(C)o2)csc1NC(=O)CSc1nnnn1-c1ccccc1 | -1% | 3.6% | 0.5% | 39%[activator] | ? | i | i | ? | i | i | -5% |
| C=CCC1(O)C(=O)N2C(=C1C(=O)N1CCOCC1)c1ccccc1CC2(C)C (stereo unspecified) | -2% | 0.7% | -1.9% | 8% | ? | nt | nt | nt | nt | nt | 0% |
| OC(CN(c1ccccc1)c1ccccc1)Cn1cnc2ccccc21 (stereo unspecified) | -4% | -1.4% | -1.6% | 28% | 30% | nt | nt | nt | nt | nt | -15% |
| CCOC(=O)N/N=C1/C[C@@H](O)[C@@H](O)[C@@H]2[C@@H]3C(=O)N(CC)C(=O)[C@H]3CC[C@@H]12 | 3%[11.5 µM] | -0.6%[15.4 µM] | 0.4%[15.4 µM] | nt | 1%[11.4 µM] | nt | nt | nt | nt | nt | 0%[11.5 µM] |
| CC(C)(C)c1ccc(-c2nnc(SCc3ccc(Cl)cc3)n2-c2cccc(C(F)(F)F)c2)cc1 | -2%[11.5 µM] | 2.0%[15.4 µM] | -2.3%[15.4 µM] | nt | 7%[11.4 µM] | i | i | ? | i | i | 1%[11.5 µM] |
| COc1ccc(NC(=O)C2CCN(c3nc(C)nc4c3CCC4)CC2)cc1 | 0% | -1.8% | -1.1% | 9% | 32µM* | i | i | ? | i | i | -3% |
| COc1nc2ccccc2c(=O)n1OCC(C)C | 1% | -0.1% | 1.2% | 10% | ? | i | i | i | i | ? | 0% |
| Cc1cccc(NC(=O)c2ccc(NS(=O)(=O)c3c(C)noc3C)cc2)c1 | 1% | -1.0% | -0.4% | -2% | -2% | i | i | i | i | i | 1% |
| Cc1cc(N2CCN(c3nnnn3-c3ccccc3)CC2)n2ncnc2n1 | 2% | 0.0% | 0.4% | 1% | 6% | i | i | ? | i | i | 0% |
| COc1ccc(NC(=O)Cn2nnc(C(N)=O)c2N)c(OC)c1 | 4% | 0.4% | -1.9% | -4% | 1% | i | i | i | i | i | 0% |
| CCOC(=O)c1coc(CNC(=O)c2c(C)oc3c2CCCC3)c1 | 1% | -2.0% | -0.8% | 5% | ? | i | i | i | i | ? | 0% |
| Cc1ccc(NCN2C(=O)C3C4C=CC(C4)C3C2=O)cc1 (stereo unspecified) | 0% | -0.3% | 0.7% | -1%[7.66 µM] | 9%[11.4 µM] | nt | nt | nt | nt | nt | 1% |
| CC1CCN(C(c2ccc(N(C)C)cc2)c2nnnn2Cc2ccc(F)cc2)CC1 (stereo unspecified) | -2% | -1.4% | 1.1% | 2% | ? | i | i | i | i | i | -1% |
| Cc1nc2ccc(S(=O)(=O)NC(C(=O)NC3CCCC3)C(C)C)cc2s1 (stereo unspecified) | -2% | 3.2% | 0.2% | nt | 11% | nt | nt | nt | nt | nt | 1% |
| c1ccc(-n2c(-c3ccncc3)nnc2-c2cccs2)cc1 | -1% | 2.5% | 1.5% | -3% | 21% | i | i | ? | i | i | 1% |
| CCOCC(=O)Nc1cccc(Br)c1 | 3% | 0.5% | 0.1% | -3% | 12% | i | i | i | i | i | 2% |
| Cc1ccc(-c2n[nH]c(=O)c3ccccc23)cc1N | 0% | -1.0% | -0.5% | -5% | ? | i | i | i | i | i | -3% |
| Cc1cccc(N2CCN(C(=O)COc3cc(=O)n(C)c4ccccc34)CC2C)c1 (stereo unspecified) | -1% | -1.2% | -1.1% | -7% | 6% | i | i | i | i | i | 0% |
| O=C(Nc1ccccc1-c1ccccc1)NC1CCN(C(=O)N2CCOCC2)CC1 | 0% | -1.0% | -0.7% | -2% | ? | i | i | i | i | i | 0% |
| Nc1nc(OCc2ccccc2)c2[nH]cnc2n1 | -1% | -1.3% | 1.9% | -2% | 3% | i | i | i | i | ? | 2% |
| O=C1CC(C2CCCO2)C(=O)N1Cc1ccccc1 (stereo unspecified) | -1% | -1.2% | -1.5% | 3%[7.66 µM] | 2%[11.4 µM] | nt | nt | nt | nt | nt | 0% |
| Cc1ccc2nnc(Cl)n2n1 | -1% | -1.2% | -0.3% | 4% | 6% | i | i | i | i | i | -2% |
| Cc1occc1-c1nc(-c2ccccn2)no1 | -4% | -3.5% | -0.8% | 7% | 0% | nt | nt | nt | nt | nt | -1% |
| CC(=O)Nc1cccc2c1[n+]([O-])c(C)c(C)[n+]2[O-] | 0% | -1.8% | -0.4% | -1% | 2% | i | i | ? | i | i | -1% |
| CCOC(=O)CNC(=O)CSc1nnc(-c2ccccc2)n1Cc1ccco1 | -1% | -0.3% | 0.5% | 10% | 27% | i | i | i | i | i | 2% |
| Fc1ccc(-c2cc(C(F)(F)F)nc(NCC3CCCO3)n2)cc1 (stereo unspecified) | -1% | -0.9% | 0.5% | -2% | ? | 1.4e-08M* | i | i | ? | i | 1% |
| O=C(Nc1nc(-c2ccc(Cl)s2)cs1)c1ccncc1 | -2% | -3.3% | -0.3% | 24% | ? | i | i | ? | i | i | -1% |
| Cn1c(=O)c2c(nc(CN3CCN(c4ccccc4F)CC3)n2CCN2CCOCC2)n(C)c1=O | -6% | -0.3% | -1.4% | -9% | -2% | 1.6e-08M* | i | ? | 1.4e-08M* | i | 0% |
| O=C(c1ccco1)N1CCN(c2cc(=O)n(C3CCCCC3)c(=O)[nH]2)CC1 | 0% | 0.9% | -0.3% | 8% | 4% | i | i | i | i | i | -5% |
| C#CCCCO/N=C1/C[C@@H](O)[C@@H](O)[C@@H]2[C@@H]3C(=O)N(C[C@@H]4CCCO4)C(=O)[C@H]3CC[C@H]12 | -1%[11.5 µM] | -1.0%[15.4 µM] | -0.2%[15.4 µM] | nt | 1%[11.4 µM] | nt | nt | nt | nt | nt | 0%[11.5 µM] |
| Cc1cc(C)n(C(=O)COc2c(C)cccc2C)n1 | ? | -2.8% | 0.8% | 0% | -2% | 4.7e-07M* | i | ? | 4.5e-07M* | i | -23% |
| CCN(CC)S(=O)(=O)c1ccc(F)c(C(=O)NCCC(C)C)c1 | 0% | -0.1% | 0.6% | 9% | ? | i | i | i | i | ? | -1% |
| O=C(COc1ccccc1)Nc1nc(-c2cccs2)cs1 | -2% | -2.9% | -1.5% | -7% | 25µM* | i | i | i | i | i | -3% |
| O=C1CCCC/C1=C/Nc1ccc2c(c1)OCO2 | -4% | -0.5% | 0.9% | 8% | 28% | ? | i | i | ? | i | -6% |
| Cc1onc(-c2ccccc2Cl)c1C(=O)N1CCN(C/C=C/c2ccccc2)CC1 | -3% | -0.6% | 0.1% | 35%[activator] | 5% | nt | nt | nt | nt | nt | -3% |
| CC(C)c1ccc2c(c1)c(SC(C)(C)C)c(CC(C)(C)C(=O)O)n2Cc1ccc(Cl)cc1 | -5%&-6% | -7.9%&-2.1% | -16%&-3.8% | -20% | ? | i | i | i | i | i | ? |
| CC(=O)n1c2ccccc2c2c(C#N)c(N3CCCCC3)sc21 | -3% | 0.2% | -2.5% | 5% | 0% | i | i | ? | i | i | 1% |
| O=C(c1ccc2c(=O)n(CC3CCCO3)c(=S)[nH]c2c1)N1CCN(c2ccccc2)CC1 (stereo unspecified) | -1% | -1.9% | -1.1% | 32%[activator] | 28% | i | i | i | i | i | -1% |
| CCCc1nc2c(C)cc(-c3nc4ccccc4n3C)cc2n1Cc1ccc(-c2ccccc2C(=O)O)cc1 | -2% | 0.9%[3.08 µM] | 4.5% | 40%[activator] | nt | nt | nt | nt | nt | nt | -5% |
| CCSC1=N/C(=C\c2ccc3c(c2)OCO3)C(=O)S1 | ? | 2.0% | -2.3% | -10% | 3% | nt | nt | nt | nt | nt | ? |
